VEEV TC-83 Vero: inhibitors of VEEV TC-83 cytopathic effect, confirmation, Vero cells (AID 588727). Vero cells, VEEV TC-83 cytopathic effect inhibition; higher % means a stronger effect. inhibition, % at 20 µM, or IC50 in µM where a hit was titrated. actives 0.13% (n = 350,000); in the data active = a potency from the dose series; inconclusive = inhibition mostly from about 14% at the one dose, without a potency; inactive = the rest, 99 in 100 with inhibition below about 12%; note: strong numbers were not always called active
M. tuberculosis HTS: M. tuberculosis growth inhibition, HTS (AID 449762); M. tuberculosis H37Rv growth inhibition, 7H9 media; higher % means a stronger effect; inhibition, % at 25 µM, or IC50 in µM where a hit was titrated; actives 0.59% (n = 330,000); in the data active = a potency from the dose series; inconclusive = inhibition above about 70% without an active follow-up result;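 note: bacterial growth assessed after seven days of incubation; strong numbers were not always called active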
Salmonella PhoP GFP: Inhibition of PhoP regulon, Salmonella typhi GFP reporter cells, confirmation, 4 h (AID 1850); actives 0.33% (n = 310,000); one-dose inhibition, % at 50 µM; IC50 in µM for titrated hits; Salmonella Typhi PhoP-promoter GFP reporter, fluorescence, 4 h; higher % means a stronger effect; in the data active = a potency from the dose series; inconclusive = inhibition mostly from about 25% at the one dose, without a potency; inactive = the rest, 99 in 100 with inhibition below about 19%;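 note: 0% = induced wells with vehicle and 100% = uninduced wells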
M. tuberculosis: growth inhibition of non-replicating M. tuberculosis (AID 488890) | Mycobacterium tuberculosis non-replicating, growth inhibition; higher % means a stronger effect | inhibition, % at 25 µM; hits with a dose series show IC50 in µM | actives 0.39% (n = 320,000); in the data active = a potency from the dose series; inconclusive = inhibition mostly from about 82% at the one dose, without a potency; inactive = the rest, 99 in 100 with inhibition below about 76%;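 note: plate controls were DMSO cells for no effect and high antibiotic wells for full effect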
H1N1 NS1A inhibition: H1N1 influenza NS1A inhibitors, functional cell based assay (AID 504329); NS1A functional cell-based assay, percent inhibition; higher % means a stronger effect; inhibition, % at 12.5 µM, or IC50 in µM where a hit was titrated; actives 0.3% (n = 340,000); in the data active = a potency from the dose series; inconclusive = inhibition above about 27% without an active follow-up result; note: strong numbers were not always called active
VEEV TC-83 Vero 10K pilot screen: recorded beside VEEV TC-83 Vero, whose call it bears; inhibition, %; measured here: 10K pilot screen inhibition
Active calls of the source: *; i = inactive; ? = inconclusive; . = not tested or not shown; & = joins results of further samples. Outcome played no part in choosing rows; 1.5% or so of the library scored in one or more.

SMILES	VEEV TC-83 Vero	M. tuberculosis HTS	Salmonella PhoP GFP	M. tuberculosis	H1N1 NS1A inhibition	others
CC(=O)Nc1ccc(SCC(=O)NNC(=O)CN(C)S(=O)(=O)c2ccc(C)cc2)cc1	i	.	.	.	-2%
CS(=O)(=O)CCC(C(=O)Nc1ccc2c(c1)OCO2)N1Cc2ccccc2C1=O (centres undefined)	1.4%	1%	2%	-10%	4%
COc1ccccc1/C=C1/SC(=S)N(CCC(=O)Nc2cccnc2)C1=O	9.8%	14%	0%	0%	-2%
COc1cc(NC(=O)C2CC(c3ccccc3Cl)=NO2)cc(OC)c1OC (centres undefined)	0.5%	-2%	-3%	43%	-2%
CN(C)c1ccc(NC(=O)c2cccc(N3C(=O)C4C5C=CC(C5)C4C3=O)c2)cc1 (centres undefined)	3.5%	4%	0%	4%	7%
CC1CCN(C(=O)CN2C(=O)C(=O)N(C(C)C)C2=O)c2ccccc2S1 (centres undefined)	0.1%	-11%	.	-10%	10%
O=C(CCS(=O)(=O)c1cccc2nsnc12)N1CCN(Cc2ccc3c(c2)OCO3)CC1	6.4%	-13%	-6%&-10%	-8%	0%
CC(C)c1cc(CNC(=O)c2ccc(OC3CCN(Cc4ccccn4)CC3)cc2)on1	0.8%	6%	-13%	11%	3%
O=C1CCc2cc(S(=O)(=O)Nc3ccccc3Cl)ccc2N1	0.7%	-1%	.	-8%	-8%
NS(=O)(=O)c1ccc(-c2ccc(/C=C3\NC(=S)NC3=O)o2)cc1	5.2%	46%	-39%	-7%	6%
CCC(CC)C(=O)Nc1cccc(C(=O)c2ccccc2)c1	i	-9%	-9%	18%	-9%
COc1cc(C(=O)N/C(=C\c2cn(C)c3ccccc23)C(=O)N2CCOCC2)cc(OC)c1OC	2.0%	1%	1%	12%	8%
CCn1c(SCCN2CCOCC2)nc2c1c(=O)n(C)c(=O)n2C	0.4%	3%	-2%	-8%	1%
Cc1cc(=O)[nH]c(Nc2cccc(Br)c2)n1	3.6%	-3%	-6%	1%	-5%
O=C(CCS(=O)(=O)c1ccc(Cl)cc1)NCCN1C(=O)S/C(=C\c2ccccc2F)C1=O	5.4%	-8%	-9%	20%	2%
COc1ccc(N2CCN(CC(=O)NCc3ccccc3)CC2)cc1	0.5%	-13%	-4%	-7%	0%
COc1cc2c(cc1OC)C1(Nc3c-2c(-c2ccccc2)nn3-c2ccccc2)C(=O)Nc2ccccc21 (centres undefined)	?	91µM*	-22%	25%	-1%
COc1ccc(C(=O)NC(C)c2nccs2)cc1OC1CCN(C(C)C)CC1 (centres undefined)	1.4%	2%	2%	9%	-1%
CN(CCC#N)C(=O)COC(=O)[C@H](Cc1ccccc1)N1C(=O)c2ccccc2C1=O	0.5%	2%	-2%	-15%	-4%
Cc1cc(C)c(S(=O)(=O)NCC(CCC(=O)O)C(F)(F)F)c(C)c1 (centres undefined)	i	0%	5%	-13%	-8%
CCN(CC)S(=O)(=O)c1cccc(NC(=O)/C=C/c2cccc([N+](=O)[O-])c2)c1	i	-1%	-9%	5%	-2%
CCOC(=O)C1CCCN(c2nnnn2-c2ccccc2)C1 (centres undefined)	0.5%	2%	3%	-3%	2%
CC(=O)c1ccc(C(=O)N2CCC(n3nccc3NC(=O)C3CC3)CC2)cc1	0.7%	-7%	-10%	8%	-10%
CCn1c(SCC(=O)N/N=C/C=C/c2ccco2)nc2ccccc21	0.5%	7%	-6%	22%	6%
Cc1ccc2nc(SC(C)C(=O)NCc3ccco3)[nH]c2c1 (centres undefined)	1.3%	2%	-8%	11%	0%
COc1ccc(NC(=O)CSc2cc(C(=O)c3nccn3C)c3ccccc3n2)cc1	3.1%	4%	2%	22%	-2%	VEEV TC-83 Vero 10K pilot screen=3.1
COCc1cc(C)n(CC(=O)Nc2ccccc2C(=O)OC)c(=O)c1C#N	i	-4%	2%	-3%	-2%
CCN(CCCNC(=O)COc1cc(=O)n(C)c2ccccc12)c1cccc(C)c1	i	-7%	18%	25%	9%
C#CCn1c(S(=O)(=O)Cc2ccccc2Cl)nc(-c2ccccc2)c1-c1ccccc1	1.4%	6%	-5%	3%	11%
Cc1cccc(NC(=S)NCc2ccco2)n1	1.1%	-5%	-7%	17%	-2%

Looked up by compound from the entries so far (3):
SMILES	VEEV TC-83 Vero	M. tuberculosis HTS	Salmonella PhoP GFP	M. tuberculosis	H1N1 NS1A inhibition	others
CCn1c(SCC(=O)N/N=C/C=C/c2ccco2)nc2ccccc21	0.5%	7%	-6%	22%	6%
COc1cc2c(cc1OC)C1(Nc3c-2c(-c2ccccc2)nn3-c2ccccc2)C(=O)Nc2ccccc21 (centres undefined)	?	91µM*	-22%	25%	-1%
Cc1ccc2nc(SC(C)C(=O)NCc3ccco3)[nH]c2c1 (centres undefined)	1.3%	2%	-8%	11%	0%

Next part:
SMILES	VEEV TC-83 Vero	M. tuberculosis HTS	Salmonella PhoP GFP	M. tuberculosis	H1N1 NS1A inhibition	others
C/C(CC1CC(COCC(C)C)OC1=O)=N\NC(N)=S (centres undefined)	i	-2%	-7%	23%	14%
CCCCOC(=O)NC1CCS(=O)(=O)C1 (centres undefined)	0.3%	.	-5%	-15%	-13%
Cc1onc(-c2ccccc2)c1C(=O)N1CCN(CCc2ccccc2)CC1	i	0%	-5%	19%	2%	VEEV TC-83 Vero 10K pilot screen=0.7
COc1cc(/C=N/NC(=O)COc2ccccc2C)ccc1OC(=O)c1cccs1	1.3%	-8%	3%	31%	-1%
Cc1ccccc1C(=O)NCC(=O)OC(C)C(=O)Nc1cccc(S(=O)(=O)N2CCOCC2)c1 (centres undefined)	i	1%	0%	-3%	4%
Clc1cccc(/C=N/Nc2ncnc3ccccc23)c1	4.1%	?	0%	61%	6%
Cc1noc(C)c1C(=O)OCC(=O)Nc1ccc(N2CCOCC2)cc1	1.8%	-6%	.	-8%	5%
CCOc1ccc(NC(=O)c2ccc(Cn3nc(C)cc3C)o2)cc1	2.8%	?	-8%	19%	-7%
CN(C)c1ccnc(-n2cccc2/C=N/OCc2ccc(F)cc2Cl)c1C#N	2.6%	13%	-1%	10%	-36%
COC(=O)c1ccc(N2CCN(S(=O)(=O)c3ccc(C)cc3)CC2)c([N+](=O)[O-])c1	7.4%	.	0%	-2%	14%
CCC(=O)NC(c1cc(Cl)c2cccnc2c1O)C(C)C (centres undefined)	5.1%	9%	.	-1%	1%
CN1CC(=O)N(CC(=O)Nc2cccc(S(=O)(=O)N3CCOCC3)c2)C1=O	2.8%	0%	-1%	7%	-3%
O=C(Nc1nnc(CCN2CCOCC2)s1)c1ccccc1	6.4%	2%	-9%	10%	-1%
CCOC(=O)c1c(C)nc2ccccc2c1C	2.0%	-6%	5%	-10%	-4%
COc1ccc2[nH]c(C(=O)N3CCC(n4nccc4NC(=O)C4CC4)CC3)c(C)c2c1	1.5%	-1%	7%	3%	6%

For convenience, part of the list above:
SMILES	VEEV TC-83 Vero	M. tuberculosis HTS	Salmonella PhoP GFP	M. tuberculosis	H1N1 NS1A inhibition	others
COCc1cc(C)n(CC(=O)Nc2ccccc2C(=O)OC)c(=O)c1C#N	i	-4%	2%	-3%	-2%
CCN(CCCNC(=O)COc1cc(=O)n(C)c2ccccc12)c1cccc(C)c1	i	-7%	18%	25%	9%
C#CCn1c(S(=O)(=O)Cc2ccccc2Cl)nc(-c2ccccc2)c1-c1ccccc1	1.4%	6%	-5%	3%	11%
Cc1cccc(NC(=S)NCc2ccco2)n1	1.1%	-5%	-7%	17%	-2%
C/C(CC1CC(COCC(C)C)OC1=O)=N\NC(N)=S (centres undefined)	i	-2%	-7%	23%	14%
CCCCOC(=O)NC1CCS(=O)(=O)C1 (centres undefined)	0.3%	.	-5%	-15%	-13%
Cc1onc(-c2ccccc2)c1C(=O)N1CCN(CCc2ccccc2)CC1	i	0%	-5%	19%	2%	VEEV TC-83 Vero 10K pilot screen=0.7
COc1cc(/C=N/NC(=O)COc2ccccc2C)ccc1OC(=O)c1cccs1	1.3%	-8%	3%	31%	-1%
Cc1ccccc1C(=O)NCC(=O)OC(C)C(=O)Nc1cccc(S(=O)(=O)N2CCOCC2)c1 (centres undefined)	i	1%	0%	-3%	4%
Clc1cccc(/C=N/Nc2ncnc3ccccc23)c1	4.1%	?	0%	61%	6%
Cc1noc(C)c1C(=O)OCC(=O)Nc1ccc(N2CCOCC2)cc1	1.8%	-6%	.	-8%	5%
CCOc1ccc(NC(=O)c2ccc(Cn3nc(C)cc3C)o2)cc1	2.8%	?	-8%	19%	-7%
CN(C)c1ccnc(-n2cccc2/C=N/OCc2ccc(F)cc2Cl)c1C#N	2.6%	13%	-1%	10%	-36%
COC(=O)c1ccc(N2CCN(S(=O)(=O)c3ccc(C)cc3)CC2)c([N+](=O)[O-])c1	7.4%	.	0%	-2%	14%
CCC(=O)NC(c1cc(Cl)c2cccnc2c1O)C(C)C (centres undefined)	5.1%	9%	.	-1%	1%
CN1CC(=O)N(CC(=O)Nc2cccc(S(=O)(=O)N3CCOCC3)c2)C1=O	2.8%	0%	-1%	7%	-3%
O=C(Nc1nnc(CCN2CCOCC2)s1)c1ccccc1	6.4%	2%	-9%	10%	-1%
CCOC(=O)c1c(C)nc2ccccc2c1C	2.0%	-6%	5%	-10%	-4%
COc1ccc2[nH]c(C(=O)N3CCC(n4nccc4NC(=O)C4CC4)CC3)c(C)c2c1	1.5%	-1%	7%	3%	6%

Carrying on:
SMILES	VEEV TC-83 Vero	M. tuberculosis HTS	Salmonella PhoP GFP	M. tuberculosis	H1N1 NS1A inhibition	others
O=C(O)C1CCCN1S(=O)(=O)c1ccc2ccccc2c1 (centres undefined)	i	0%	11%	-19%	-3%
CCN(CC)c1ccc(CNc2ccc(Br)cn2)cc1	0.5%	-6%	14%	13%	4%
COCCCNc1nc2ccccc2nc1NS(=O)(=O)c1cccc(C)c1	1.6%	0%	-4%	-11%	-2%
COC(=O)C1=C(c2ccc(-c3ccccc3)c(F)c2)C[C@@H]2CC[C@H]1N2C(=O)NCc1ccco1	4.2%	7%	.	-9%	2%
CS(=O)(=O)N1CCc2cc(C(=O)N3CCCC3)ccc21	0.9%	0%	2%	-13%	-8%
Cc1cc(C(=O)N/N=C/c2ccc(N(C)C)o2)cs1	6.3%	-5%	-4%	9%	-5%
O=c1[nH]cccc1-c1nc2ccccc2n1Cc1ccc(F)cc1	i	8%	0%	-1%	-30%
CC(=O)Nc1ccc(Nc2c3ccccc3nc3ccccc23)cc1	i	0%	10%	?	-5%
COc1cccc(CNC(=O)CN(C)S(=O)(=O)c2ccc3c(c2)CC(C)N3C(C)=O)c1 (centres undefined)	4.7%	4%	-2%	7%	-4%
CC(C)CN(C(=O)C1=NN(c2ccccc2)C(=O)CC1)c1c(N)n(Cc2ccccc2)c(=O)[nH]c1=O	i	2%	.	12%	-14%
CCN(CC)CC(=O)Nc1cccc2c1C(=O)c1ccccc1C2=O	0.3%	3%	-3%	12%	11%
COC(=O)COn1c(SC(C)C)nc2ccccc2c1=O	i	-1%	9%	?	2%
CCOC(=O)C(C)N1N=C(/C=C/c2ccc(C)cc2)CCC1=O (centres undefined)	0.1%	-9%	-4%	14%	3%
O=C(NC(=S)Nc1ccc(CN2CCOCC2)cc1)c1cccc(F)c1	4.8%	.	.	.	0%
CC(C)Oc1ccc(C(=O)NC2CCS(=O)(=O)C2)cc1 (centres undefined)	1.9%	4%	2%	9%	-44%
CN(C)c1cccc(C(=O)NCc2ccc3c(c2)OCO3)c1	i	0%	5%	1%	-13%
NNc1nnnc2c1sc1nc(N3CCOCC3)c3c(c12)CCCC3	.	1%	-4%	61%	.
CCCCCCCCNS(=O)(=O)CCNCCc1ccccc1	i	.	.	.	-4%
CCCCC(=O)NCCNc1nc2c(c(=O)n(C)c(=O)n2C)n1Cc1ccccc1	5.0%	4%	-6%	8%	4%
CCOC(=O)c1ccc(Nc2ccc([N+](=O)[O-])cn2)cc1	i	-5%	-7%	6%	2%
CCN(CC1CCCO1)C(=O)c1cc(COc2cc(C)c(Cl)c(C)c2)on1 (centres undefined)	i	.	.	.	1%
